Source: PubChem BioAssay
Cycloheximide cs: counter-screen for Shiga toxin inhibitors: cycloheximide protein synthesis inhibition | AID 2314 | max response, % | 300,000 tested, 12% active | cell reporter, cycloheximide protein synthesis inhibition counterscreen; in the data active = max response mostly above about 13%, no sharp cut-off; inactive = mostly below about 14%; also: read at 38.3 µM for the half of the compounds with a filed dose; 0% is about no effect
Shiga inhibitor: Shiga toxin inhibition. Vero cells, Shiga toxin protein synthesis inhibition reporter. inhibition, % at 38.7 µM. 290,000 tested, 9.2% active. AID 2315; in the data active = inhibition mostly above about 28%, no sharp cut-off; inactive = mostly below about 43%; also: 0% is about no effect
HCV inhibitor: blocks hepatitis C virus; Huh7.5.1 HCVcc-Cre infection, luciferase reporter, 44 h; Potency, µM (titrated, usually from 41.8 µM), for the others: at the highest dose activity change, negative = inhibition, most hits filed as inhibitors; 340,000 tested, 3.4% active; AID 651820; also: potency is read from the fitted curve at half-maximal effect; % is scaled to controls: 0 for no effect and ±100 for the full control effect
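After 44 h co-culture of compound, cells and HCVcc-Cre (~0.5 moi), substrate is added for 15 min at room temperature and luciferase measured over 15 sec. Cells were seeded at 1,000/well and pre-cultured 4 h.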
TbPYK inhibitor: inhibitors of Trypanosoma brucei pyruvate kinase. Q57TT1. TbPYK enzyme, Kinase-Glo Plus ATP luminescence, 45 min. Potency, µM (series often up to 76.8 µM), inactives show at the top dose activity, negative = inhibition, hits mostly inhibitors. 410,000 tested, 0.12% active; also: potency is read from the fitted curve at half-maximal effect; % is scaled to controls: 0 for no effect and ±100 for the full control effect; nearly all actives have a fitted effect of over 50% in size
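Enzyme and substrate buffer are dispensed first and compound is pin-transferred. ADP at 130 uM final then starts the reaction, which runs 45 min at room temperature. Detection reagent is added for 10 min before luminescence is imaged.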
LmPK inh: inhibitors of Leishmania mexicana pyruvate kinase. 290,000 tested, 0.37% active. Q27686. purified LmPK, Kinase-Glo ATP luminescence, 1 h. AID 1721. Potency, µM (highest dose often 57.5 µM), for inactives: at the top dose activity change, negative = inhibition, usual class: inhibitors; also: potency is read from the fitted curve at half-maximal effect; % is scaled to controls: 0 for no effect and ±100 for the full control effect
Target sequence (Q27686 whole entry, looked up): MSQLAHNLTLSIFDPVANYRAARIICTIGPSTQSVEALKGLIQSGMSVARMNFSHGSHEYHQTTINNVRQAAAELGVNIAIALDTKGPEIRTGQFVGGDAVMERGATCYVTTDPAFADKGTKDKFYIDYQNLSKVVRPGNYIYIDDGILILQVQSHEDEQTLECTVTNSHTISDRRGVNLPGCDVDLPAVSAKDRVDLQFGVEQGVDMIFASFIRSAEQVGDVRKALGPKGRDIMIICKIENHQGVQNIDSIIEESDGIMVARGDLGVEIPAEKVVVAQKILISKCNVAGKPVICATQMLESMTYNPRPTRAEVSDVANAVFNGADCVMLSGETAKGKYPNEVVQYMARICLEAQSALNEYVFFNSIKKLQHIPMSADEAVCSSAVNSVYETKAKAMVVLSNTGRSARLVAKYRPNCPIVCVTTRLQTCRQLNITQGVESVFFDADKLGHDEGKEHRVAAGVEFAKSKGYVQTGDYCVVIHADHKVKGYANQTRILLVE
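qHTS format; LmPK 0.1 nM; substrates PEP 0.5 mM and ADP 0.1 mM. One-hour room-temperature incubation, then coupled luciferase luminescence; 0.5 nM enzyme wells mark activation.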
Pf growth 48h: P. falciparum growth inhibition at 48 hours (one generation); P. falciparum luciferase growth in erythrocytes, 48 h; Potency, µM (series often up to 28.7 µM), without a hit: at the highest dose activity change, negative = inhibition, most hits filed as inhibitors; 310,000 tested, 5.9% active; also: potency is read from the fitted curve at half-maximal effect; % is scaled to controls: 0 for no effect and ±100 for the full control effect
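A one-generation exposure of luciferase-tagged malaria parasites in RPMI 1640/Albumax erythrocyte culture, 37 C and 5% CO2. Inhibition is inferred from decreased luminescence after adding detection reagent.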
Pf growth 96h: P. falciparum growth inhibition at 96 hour, primary screen for plastid delayed-death inhibitors; P. falciparum luciferase reporter growth, 96 h; Potency, µM (titrated, usually from 28.7 µM), for the others: at the top dose activity change, negative = inhibition, usual class: inhibitors; 320,000 tested, 6.9% active; also: potency is read from the fitted curve at half-maximal effect; % is scaled to controls: 0 for no effect and ±100 for the full control effect
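Delayed-death screen, second-generation endpoint: infected erythrocytes, 2% hematocrit, 0.05% parasitemia final; 96 hours at 37 C, 5% CO2; luciferase detection reagent; luminescence decrease equals reduced growth.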
The depositor's hits bear a star; ? = inconclusive; / = no result given; & = joins results of further samples; [ ] = remark or other dose. Unless noted, calls follow the shape of the dose curve; as a rule, active = well fitted curve in the direction sought with a large enough effect; inconclusive = small, poorly fitted or top-dose-only effect, or another doubt; inactive = no such curve, though single readings can be large; an effect the other way counts as inactive or inconclusive.

smiles,Pf growth 96h,LmPK inh,HCV inhibitor,TbPYK inhibitor,Cycloheximide cs,Pf growth 48h,Shiga inhibitor
Cc1csc2ncc(C(=O)Nc3ccc(C(F)(F)F)cc3)c(=O)n12,24%,6%,?,1%,-3,25%,-5
CSc1ccc(CN(C)C(=O)CNC(=O)c2sc3ccccc3c2Cl)cc1,25%,-6%,?,0%,4,0%,9
CCc1ccc2[nH]c(=O)c(CN(CCN(C)C)C(=O)Nc3ccccc3OC)cc2c1,?,0%,-6%,-9%,-2,?,-15
CCNc1nc(NCC)n2c(SCC(=O)Nc3ccc(F)cc3[N+](=O)[O-])nnc2n1,?,-4%,-4%,3%,-3,?,-14
CCC(C)NC(=O)c1cn(CCOC)c(=O)c2c1c1ccccc1n2C (stereo unspecified),?,4%,4%,-10%,-6,8%,-5
O=C(CN1C(=O)c2ccccc2C1=O)OCC(=O)N1CCN(c2ccccc2)CC1,5%,/,11%,2%,/,25%,/
COc1cccc(CN2CC(C(=O)NCCCCc3ccccn3)CCC2=O)c1 (stereo unspecified),0%,0%,/,1%,2,-26%,-3
O=C(C[n+]1ccncc1)c1ccccc1,?,1%,9%,-20%,-3,19%,/
COn1c(=O)c(-c2cccc(Br)c2)[n+]([O-])c2ccccc21,?,-3%,-5%,0%,1,4%,7
Cc1ccc(C)n1-c1ccccc1N1CCCCC1,?,3%,14%,2%,1,?,-5
COc1ccc(OC)c(N2CC(O)(c3ccccc3)[N+]3=C2SCCC3)c1 (stereo unspecified),?,1%[11.5 µM],11%,1%,-10,-9%,-16
Cc1ccc(C(=O)Nc2ccccc2C(=O)N2CCCC(C)C2)cc1 (stereo unspecified),0%,5%,/,-10%,1,-7%,-9
Cc1cc(CNC(=O)C2(C(F)(F)F)C/C(=C\CCO)CCCO2)nn1C (stereo unspecified),/,/,29%,-3%,11,/,-9
Cc1ccc(Nc2nc(CSc3nnnn3-c3ccccc3)cs2)cc1,4%,1%,?,-3%,16,-5%,36
O=C(O)C1C2C=CC(C2)C1C(=O)Nc1ccc2c(c1)OCCO2 (stereo unspecified),/,0%,15%,-2%,80*,31%[activator],113*
CCOc1ccc(N(CC(=O)Nc2c(C)cccc2C)S(=O)(=O)c2c(C)[nH]c(=O)[nH]c2=O)cc1,-26%,1%,9%,-3%,0,?,-8
CCNC(=O)CSc1nc2sccc2c(=O)n1-c1ccccc1,-5%,-2%,4%,4%,-2,/,-2
Cc1c(C)n(Cc2ccc(F)cc2)c2ccc(C(=O)NCCN3CCOCC3)cc12,-2%,0%,?,0%,-2,-14%,-8
COc1ccc(CNC(=O)[C@H](C)NC(=O)C2CC(=O)N(c3ccc4c(c3)OCO4)C2)cc1 (stereo partly specified),44%[activator],-10%,7%,-1%,-5,9%,-5
Clc1cccc(CSc2nccn2-c2ccccc2)c1,?,8%,27%,0%,9,?,10
CC1CN(c2ncnc3c2cnn3-c2ccc(Cl)cc2)CC(C)O1 (stereo unspecified),221%[activator],5%,5%,-4%,15,/,31
Cc1c(C(=O)N(C)CCc2cnn(C)c2)oc2c(F)cccc12,18%,-1%,-6%,2%,-3,9%,3
CN1CCN(C(=O)C23CCC(C)(c4nc5ccccc5nc42)C3(C)C)CC1 (stereo unspecified),14%,2%,9%,/,-2,?,-13
Cc1cccc(C)c1OCC(=O)N=Nc1c(O)[nH]c2ccc(Br)cc12,/,3%,0%,-1%,-4,14%,-14
Cc1ccccc1-n1ncc2c1CC(C)(C)CC2NC(=O)c1snnc1C (stereo unspecified),5.9µM*,-1%,-26%,-3%,-1,?,-10
O=C(Nc1ccccc1F)C1CCN(S(=O)(=O)c2cccc3nonc23)CC1,0%,-3%,-10%,0%,-1,1%,14
CO/N=C/C(C#N)c1ncc(C(F)(F)F)cc1Cl (stereo unspecified),53%[activator],3%,-9%,-9%,18,32%[activator],-17
COC(=O)c1ccc(NC(=O)C2CCCN2C(=O)Nc2cccc(C(C)=O)c2)cc1 (stereo unspecified),28%,10%,-2%,0%,-7,7%,-4
N#Cc1c(N)nc2c(c1N)CC(COc1ccccc1)O2 (stereo unspecified),10%,5%,10%,-5%,37*,39%[activator],52*
Cc1ccc(S(=O)(=O)NCC2(c3ccccc3)CCN(C)CC2)cc1,?,5%,10%,1%,-1,-8%,-11
CCOC(=O)N1CCN(c2cc3[nH]c(=S)[nH]c3cc2F)CC1,18%,1%,3%,-20%,1,-2%,3
CCOc1ccc(S(=O)(=O)N2CCOCC2)cc1NC(=O)CSCC(=O)Nc1cccc(C)c1,?,0%,-6%,-4%,-2,?,-14

For reference, six of the compounds above:
smiles,Pf growth 96h,LmPK inh,HCV inhibitor,TbPYK inhibitor,Cycloheximide cs,Pf growth 48h,Shiga inhibitor
Cc1cccc(C)c1OCC(=O)N=Nc1c(O)[nH]c2ccc(Br)cc12,/,3%,0%,-1%,-4,14%,-14
Cc1ccccc1-n1ncc2c1CC(C)(C)CC2NC(=O)c1snnc1C (stereo unspecified),5.9µM*,-1%,-26%,-3%,-1,?,-10
O=C(Nc1ccccc1F)C1CCN(S(=O)(=O)c2cccc3nonc23)CC1,0%,-3%,-10%,0%,-1,1%,14
CO/N=C/C(C#N)c1ncc(C(F)(F)F)cc1Cl (stereo unspecified),53%[activator],3%,-9%,-9%,18,32%[activator],-17
COC(=O)c1ccc(NC(=O)C2CCCN2C(=O)Nc2cccc(C(C)=O)c2)cc1 (stereo unspecified),28%,10%,-2%,0%,-7,7%,-4
N#Cc1c(N)nc2c(c1N)CC(COc1ccccc1)O2 (stereo unspecified),10%,5%,10%,-5%,37*,39%[activator],52*

(cont.)
smiles,Pf growth 96h,LmPK inh,HCV inhibitor,TbPYK inhibitor,Cycloheximide cs,Pf growth 48h,Shiga inhibitor
CN(NC(=O)c1ccccc1)c1nc2ccccc2nc1C(F)(F)F,31%[activator],1%,?,9%,-3,?,3
CC1Cc2ccccc2N1C(=O)COC(=O)c1ccc(Cl)c(S(=O)(=O)N2CCOCC2)c1 (stereo unspecified),?,/,21%,2%,/,?,/
O=C(COc1cccc(C(F)(F)F)c1)N1CCN(c2ccc(O)cc2)CC1,?,-7%,?,?,-3,-26%,-3
Cc1cc(C)n(C(=O)c2ccc([N+](=O)[O-])cc2[N+](=O)[O-])n1,37%[activator],0%,-27%,-9%,-1,-25%,7
Cc1ccc(NC(=O)COC(=O)CN2CCCCCC2=O)cc1C,-9%,/,-5%,-2%,/,?,/
O=C(COC(=O)C1(c2ccccc2F)CCCC1)N1CCN(C(=O)c2ccco2)CC1,?,3%,-4%,-4%,1,?,-15
CCOC(=O)N1CCC(N2C(=O)c3ccccc3C2Nc2ccc(Cl)cn2)CC1 (stereo unspecified),?,13%,-20%,-7%,-3,/,1
Cc1ccccc1NS(=O)(=O)c1ccc(OCC(=O)NCc2cccnc2)cc1,?,-2%,-1%,1%,-3,-9%,-5
CCOC(=O)C1=C(C)N(c2ccccc2)C(=O)NC1c1cccc([N+](=O)[O-])c1 (stereo unspecified),?,0%,-27%,-1%,-3,?,-12
COC(=O)c1ccccc1NC(=O)c1nc2nc(C)cc(C(F)F)n2n1,?,-9%,7%,9%,-4,-22%,-15
CC(C)(CN1CCCC1)NC(=O)C1CCC(=O)N(CCCN2CCOCC2)C1 (stereo unspecified),15%,1%,21%,0%,-2,27%,-18
Cc1ccc(C(=O)NCC(=O)OCC(=O)c2cc(C)n(Cc3ccco3)c2C)cc1,14%,2%,-1%,-4%,9,21%,-7
COc1ccc(NC(=O)C2CCCN2S(=O)(=O)c2ccc(C)cc2)cc1 (stereo unspecified),?,-5%,4%,-4%,-4,/,-15
O=C(NCC(c1cccs1)N1CCOCC1)C1CCN(S(=O)(=O)c2c(Cl)cccc2Cl)CC1 (stereo unspecified),?,/,?,2%,/,13µM*,/
COc1ccc2c(c1)CCCC21SC(NC(C)=O)=NN1C(C)=O (stereo unspecified),14%,-4%,6%,1%,-1,12%,-13
Cc1noc(C)c1COC(=O)COc1ccc2c(C)cc(=O)oc2c1,42%[activator],7%,-26%,5%,-2,/,-11

Arranged by count of non-hydrogen atoms (highest first): some entries from above
smiles,Pf growth 96h,LmPK inh,HCV inhibitor,TbPYK inhibitor,Cycloheximide cs,Pf growth 48h,Shiga inhibitor
CCOC(=O)C1=C(C)N(c2ccccc2)C(=O)NC1c1cccc([N+](=O)[O-])c1 (stereo unspecified),?,0%,-27%,-1%,-3,?,-12
COC(=O)c1ccccc1NC(=O)c1nc2nc(C)cc(C(F)F)n2n1,?,-9%,7%,9%,-4,-22%,-15
COc1ccc2c(c1)CCCC21SC(NC(C)=O)=NN1C(C)=O (stereo unspecified),14%,-4%,6%,1%,-1,12%,-13

Next records follow.
smiles,Pf growth 96h,LmPK inh,HCV inhibitor,TbPYK inhibitor,Cycloheximide cs,Pf growth 48h,Shiga inhibitor
CCCOC(=O)CCc1n[nH]c(=O)[nH]c1=O,/,3%,10%,0%,-4,7%,29
Cc1ccc(N(C(C)C(=O)N2CCOCC2)S(C)(=O)=O)cc1C (stereo unspecified),9.3µM*,-4%,12%,-5%,-4,?,-9
Cc1c(C(=O)O)oc2ccc(S(=O)(=O)NCc3ccc(F)cc3)cc12,22%,1%,-1%,-3%,4,-2%,9
Cc1ccc(CNC(=O)CO/N=C/c2ccc(C(C)(C)C)cc2)cc1,-5%,1%,-12%,8%,3,-3%,9
Cc1ncc(N=Nc2ccccc2Cl)c(-c2ccccc2)n1,?,1%,-4%,0%,1,-20%,-6
Cc1c(NC(=O)CSc2nc3c(cnn3-c3ccccc3)c(=O)[nH]2)c(=O)n(-c2ccccc2)n1C,10%,0%,23%&4%,4%,-2,-1%,-9
